M5 antag – CHRM5 antagonism in calcium assay. P08912. CHO-hM5 cells, Fluo-8 calcium fluorescence, ACh EC80. inhibition, % at 3 µM. hit rate 0.59% among 360,000;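 active = inhibition above a per-plate cutoff, the mean of that plate's test compounds plus 3 SD, cut at about 27% in these data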;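 note: 0% = acetylcholine EC80 with DMSO and 100% = DMSO without agonist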
M4 antag – CHRM4 antagonism in calcium assay; AID 624125; inhibition, % at 3 µM; hit rate 0.73% among 360,000; CHO-hM4 cells, ACh EC80, Fluo-8 calcium fluorescence; P08173;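 active = inhibition above its plate's cutoff, the mean inhibition of sample wells plus 3 SD, cut at about 27% in these data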;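 note: 0% = acetylcholine EC80 with DMSO and 100% = DMSO without agonist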
M5 ag – agonists of human muscarinic M5 receptor (CHRM5). CHO-K1 hM5 cells, Fluo-8 calcium fluorescence; 0% DMSO wells, 100% maximal acetylcholine response. P08912. activation, % at 3 µM. AID 624037. hit rate 0.19% among 360,000;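 active = activation above the run's mean over test compounds plus 3 SD, cut at about 23% in these data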;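 note: signal is peak over basal fluorescence ratio across the kinetic read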
CRFBP-R2 agonist – agonists of human CRF-binding protein/CRF-R2 receptor complex | activation, % at 13.2 µM | HEK293 CRF-R2/CRF-BP, calcium dye fluorescence (FLIPR); percent of saturating CRF peptide response | hit rate 0.46% among 350,000;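 active = activation of at least 50%, plus an integration ratio under a set limit after plate pattern correction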;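 note: plate controls were neutral control wells without compound for no effect and CRF at EC100 for full effect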
CRFBP-R2 block – antagonists of CRF-binding protein/CRF-R2 receptor complex | HEK293 CRF-R2/CRF-BP, CRF-induced calcium fluorescence | inhibition, % at 11.8 µM | hit rate 0.59% among 350,000;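 active = inhibition of the ligand-induced calcium signal above about 50% at the single tested concentration, limit read from the data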
M4 ag – agonists of human muscarinic M4 receptor (CHRM4). hit rate 0.14% among 360,000. AID 624127. P08173. CHO-K1 hM4/Gqi5, Fluo-8 calcium fluorescence; vehicle 0%, full acetylcholine response 100%. activation, % at 3 µM;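 active = activation above the run mean over all test wells plus 3 SD, cut at about 32% in these data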;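 note: peak over basal fluorescence ratio per well then scaled between controls; 0% = DMSO wells and 100% = acetylcholine at EC100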
CHRM5 PAM – potentiates acetylcholine response at human M5 receptor; CHO-K1 hM5, Fluo-8 calcium, ACh EC20 PAM; 0% = ACh EC20, 100% = ACh EC100; activation, % at 3 µM; AID 624038; hit rate 0.3% among 360,000; P08912;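 active = activation above the run cutoff, the mean activation of all test compounds plus 3 SD, cut at about 18% in these data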
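Assay system: CHO-K1 hM5 cells. Also added: acetylcholine at EC20 concentration, added after compound. Dosing: 3 µM, single dose. Times: compound preincubation 140 s before EC20 acetylcholine addition. Signal: Fluo-8 calcium fluorescence. Measure: % activation relative to EC20 and EC100 ACh responses. Repeats: singlicate, one well per test compound.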
IDE inh – inhibitors of human insulin-degrading enzyme in cells; P14735; HEK cells, FAbetaB cleavage, fluorescence polarization; inhibition, % at 5.59 µM; hit rate 0.41% among 320,000;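 active = percent inhibition above the average of all tested compounds plus 3 SD, set per screening campaign, cut at about 16% in these data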;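 note: IDE supplied by intact live HEK cells; FP after avidin binding of uncleaved biotin substrate so inhibition keeps polarization high; 0% = DMSO wells and 100% = 60 µM reference IDE inhibitor Ii1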
Target sequence (P14735 whole entry, looked up): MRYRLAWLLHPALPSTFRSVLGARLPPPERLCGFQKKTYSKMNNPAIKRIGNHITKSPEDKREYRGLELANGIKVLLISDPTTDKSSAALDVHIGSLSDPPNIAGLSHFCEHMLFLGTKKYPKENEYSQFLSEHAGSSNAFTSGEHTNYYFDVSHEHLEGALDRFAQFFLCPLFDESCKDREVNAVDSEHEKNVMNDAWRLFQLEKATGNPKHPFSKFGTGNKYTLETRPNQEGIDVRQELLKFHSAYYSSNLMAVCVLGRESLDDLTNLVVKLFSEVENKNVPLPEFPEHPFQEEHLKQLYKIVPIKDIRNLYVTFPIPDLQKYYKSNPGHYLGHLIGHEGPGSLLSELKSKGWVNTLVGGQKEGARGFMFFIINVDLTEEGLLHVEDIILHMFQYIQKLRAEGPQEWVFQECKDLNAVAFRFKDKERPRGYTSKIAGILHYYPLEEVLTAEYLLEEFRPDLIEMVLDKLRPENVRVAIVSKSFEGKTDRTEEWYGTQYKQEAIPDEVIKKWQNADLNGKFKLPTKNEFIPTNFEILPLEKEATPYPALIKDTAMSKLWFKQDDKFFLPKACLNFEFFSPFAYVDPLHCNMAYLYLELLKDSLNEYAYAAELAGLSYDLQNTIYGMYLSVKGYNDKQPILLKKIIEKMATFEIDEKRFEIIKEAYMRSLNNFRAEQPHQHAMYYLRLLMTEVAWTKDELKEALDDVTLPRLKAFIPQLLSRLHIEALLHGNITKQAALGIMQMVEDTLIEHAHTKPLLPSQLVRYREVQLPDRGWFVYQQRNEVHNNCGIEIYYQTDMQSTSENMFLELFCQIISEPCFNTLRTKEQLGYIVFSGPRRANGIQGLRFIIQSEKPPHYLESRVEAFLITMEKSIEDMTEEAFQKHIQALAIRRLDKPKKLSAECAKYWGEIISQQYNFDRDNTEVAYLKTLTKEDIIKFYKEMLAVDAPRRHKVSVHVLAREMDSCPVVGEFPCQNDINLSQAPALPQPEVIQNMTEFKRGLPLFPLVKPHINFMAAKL
M4 PAM – positive allosteric modulators of human muscarinic M4 receptor | P08173 | CHO-K1 hM4/Gqi5, Fluo-8 calcium fluorescence, ACh EC20; 0% = ACh EC20, 100% = maximal ACh | activation, % at 3 µM | hit rate 0.4% among 360,000 | AID 624126;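 active = activation above its plate's cutoff, the mean activation of sample wells plus 3 SD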; note: some results filed as inactive read as strong as hits
Active calls of the source: *; nt = not tested or not shown.

SMILES | M5 antag | M4 antag | M5 ag | CRFBP-R2 agonist | CRFBP-R2 block | M4 ag | CHRM5 PAM | IDE inh | M4 PAM
O=C(CNCC1CCCO1)NCc1ccco1 (stereo unspecified) | -1 | -19 | -2 | 1.5 | 6 | 0 | 9 | 5 | 9
COCCN1Cc2cccc(C(=O)NCc3ccccn3)c2C1=O | -1 | 0 | -1 | -5.0 | -2 | 0 | -1 | 0 | 3
CC1=C(C)CC(C(=O)NNC(=O)c2ccccc2O)C(C(=O)O)C1 (stereo unspecified) | -4 | -12 | -3 | 0.4 | 5 | 0 | -4 | -3 | 3
COC(=O)c1c(-c2ccc(OC)cc2)oc2ccc(-c3ccc(OC)nc3)cc12 | 16 | 13 | 1 | 6.4 | -15 | 0 | -9 | 0 | 1
COc1ccc(CCNC(=O)c2ccc(=O)[nH]c2)cc1OC | 1 | 5 | -2 | 0.9 | -9 | 0 | -1 | 5 | 5
CCOC(=O)C1=C(C)NC(=O)NC1c1ccc(-c2ccccc2F)o1 (stereo unspecified) | 6 | 10 | -2 | 0.1 | -11 | 0 | -4 | 1 | -10
C(=C\c1ccccc1)/CN1CCN(C(c2nnnn2C2CCCC2)C2CC2)CC1 (stereo unspecified) | 6 | -4 | -8 | nt | nt | 0 | -4 | nt | -4
COCCNC(=O)C(c1ccc(C)cc1)N(C(=O)CCC(=O)Nc1ccccn1)C1CCCCC1 (stereo unspecified) | 4 | -10 | 0 | -0.1 | -1 | 1 | -1 | 0 | 3
CN1CCN(C(=O)/C(=C/c2ccccc2)c2ccccc2)CC1 | 28* | 53* | -12 | -0.4 | 27 | 1 | -18 | 3 | -33
CCCCCn1c(SCC(=O)OCC)nc2cc(C(=O)NCc3ccco3)ccc2c1=O | -1 | 1 | -2 | 6.4 | 8 | 0 | 2 | -7 | -2
CCCOc1ccc(N2C(=O)C/C(=C\c3ccccc3)C2=O)cc1 | 10 | -6 | 1 | 0.7 | -16 | 0 | 3 | -3 | 0
CCOc1ccccc1N1CC(C(=O)Nc2ccccc2N2CCOCC2)CC1=O (stereo unspecified) | -7 | 0 | -6 | -0.8 | 1 | 2 | 13 | -5 | 4
CCOc1cccc(OCCCOc2cccc3cccnc23)c1 | 14 | -8 | -2 | -3.0 | -7 | 5 | -11 | 4 | -2
CCOc1ccccc1/C=N/Nc1cc(C)nc2ccc(C)cc12 | -7 | 1 | -6 | -3.6 | 6 | -1 | 9 | 0 | 1
COc1ccc(S(=O)(=O)NC(C(=O)NCCc2ccccn2)C(C)C)cc1 (stereo unspecified) | 5 | -12 | -1 | -1.9 | 11 | 2 | 8 | 3 | 7
Cc1ccc(-c2cc(Cc3ccc(F)cc3)c(=O)[nH]n2)cc1 | 2 | -2 | -1 | -2.7 | -16 | -1 | -3 | -10 | -2
OCC[C@@H]1C[C@H](O)[C@@H](O)[C@]2(CCc3ccccc3O2)O1 | 9 | 14 | -1 | -1.4 | -4 | 2 | 1 | 2 | 6
O=C(O)CC(C(=O)O)n1nc(-c2ccccc2)cc1-c1ccccc1 (stereo unspecified) | 2 | 5 | -2 | -0.2 | 1 | 0 | 2 | 5 | -1
CCOC(=O)c1sc(NC(=S)NC(=O)C2CC2)cc1C | -1 | -2 | -3 | -0.7 | 0 | -1 | -5 | -5 | -2
CNC(=O)[C@H]1O[C@@H](n2cnc3c(NCc4cccc(I)c4)ncnc32)[C@H](O)[C@@H]1O | -7 | -12 | 0 | -1.3 | -16 | 1 | -3 | 6 | 0
CC1Cc2ccccc2N1C(=O)c1cc2cccnc2n(C)c1=O (stereo unspecified) | 1 | -11 | -1 | 0.6 | -3 | 1 | 2 | 1 | 10
Cc1ccc(-c2noc(COc3ccccc3C)n2)cc1 | -5 | -15 | 0 | 0.4 | -12 | 0 | -3 | 1 | 4
Fc1ccccc1COc1ccc(Br)cc1CNCc1ccncc1 | 15 | 37* | 2 | 0.6 | 32 | 19 | -22 | 6 | -11
Nn1c(SCc2cc([N+](=O)[O-])cc3c2OCOC3)nnc1-c1cccnc1 | -11 | 3 | -3 | -1.0 | 15 | 1 | 6 | 3 | 1

Random excerpt: 7 compounds from above, in no set order.
SMILES | M5 antag | M4 antag | M5 ag | CRFBP-R2 agonist | CRFBP-R2 block | M4 ag | CHRM5 PAM | IDE inh | M4 PAM
CCOc1cccc(OCCCOc2cccc3cccnc23)c1 | 14 | -8 | -2 | -3.0 | -7 | 5 | -11 | 4 | -2
Cc1ccc(-c2cc(Cc3ccc(F)cc3)c(=O)[nH]n2)cc1 | 2 | -2 | -1 | -2.7 | -16 | -1 | -3 | -10 | -2
CCOC(=O)c1sc(NC(=S)NC(=O)C2CC2)cc1C | -1 | -2 | -3 | -0.7 | 0 | -1 | -5 | -5 | -2
O=C(O)CC(C(=O)O)n1nc(-c2ccccc2)cc1-c1ccccc1 (stereo unspecified) | 2 | 5 | -2 | -0.2 | 1 | 0 | 2 | 5 | -1
OCC[C@@H]1C[C@H](O)[C@@H](O)[C@]2(CCc3ccccc3O2)O1 | 9 | 14 | -1 | -1.4 | -4 | 2 | 1 | 2 | 6
CC1Cc2ccccc2N1C(=O)c1cc2cccnc2n(C)c1=O (stereo unspecified) | 1 | -11 | -1 | 0.6 | -3 | 1 | 2 | 1 | 10
Nn1c(SCc2cc([N+](=O)[O-])cc3c2OCOC3)nnc1-c1cccnc1 | -11 | 3 | -3 | -1.0 | 15 | 1 | 6 | 3 | 1

(list continues)
SMILES | M5 antag | M4 antag | M5 ag | CRFBP-R2 agonist | CRFBP-R2 block | M4 ag | CHRM5 PAM | IDE inh | M4 PAM
C/C=C\C(=O)Nc1cccc(C2=NOC3(C2)C[C@@H](C(N)=O)N(C(=O)c2ccc(Cl)cc2)C3)c1 (stereo partly specified) | 1 | -6 | -2 | -0.3 | -1 | 1 | 19* | 1 | 7
N#CCc1ccc(NC(=O)Nc2cccc3ccccc23)cc1 | 6 | 3 | 3 | -1.1 | 9 | 7 | -4 | -2 | -5
CCc1cc(C(=O)N(CC)CC(=O)Nc2ccc(OC)cc2)sc1C | 4 | -5 | 3 | 0.8 | -3 | 1 | -7 | 0 | 7
COc1ccc(N2C(=O)CCC(C(=O)N3CCCCC3)C2c2ccc(OC)c(OC)c2)cc1 (stereo unspecified) | -3 | 3 | 2 | 0.0 | -5 | 0 | -3 | 0 | 1
CC1(NC(=O)CSc2nnc(-c3ccco3)n2Cc2ccccc2)CCS(=O)(=O)C1 (stereo unspecified) | 13 | 0 | 3 | -0.4 | -6 | 2 | -1 | 3 | 9
OC(COCc1ccco1)CN1CCN(C(c2ccccc2)c2ccccc2)CC1 (stereo unspecified) | 18 | 14 | -7 | 1.3 | -16 | 1 | -14 | -4 | -22
O=C(N/N=C/c1ccc([N+](=O)[O-])cc1)c1cc(C2CC2)[nH]n1 | -9 | -1 | -1 | -0.4 | 4 | 4 | 5 | 1 | -1
COc1ccc(Cl)cc1S(=O)(=O)NCCCn1ccnc1 | -1 | -8 | -10 | -0.5 | 11 | 1 | 8 | 2 | 9
COc1ccc(/C=N/NC(=O)CNS(=O)(=O)c2ccc(C)cc2)cc1 | -7 | -5 | -5 | 1.7 | 17 | 1 | -14 | 3 | 7
COc1ccc(NC(=O)COC(=O)C2CCC(C(C)(C)C)CC2)c([N+](=O)[O-])c1 (stereo unspecified) | -4 | -6 | -1 | -0.4 | -57 | 0 | 4 | 3 | 13
CN(C)c1ccc(-c2ccnc3c2CC(C)(C(=O)NCc2ccco2)O3)cc1 (stereo unspecified) | 1 | -1 | -2 | nt | nt | 0 | 2 | nt | 5
Cn1nccc1C(=O)Nc1ccc(Cl)cc1 | 3 | -18 | -1 | -1.1 | 13 | 3 | -7 | 1 | 12
CC1CCc2cc(F)ccc2N1C(=O)CSc1nnc(-c2cccs2)n1C (stereo unspecified) | 0 | 2 | -5 | -3.7 | -10 | 1 | 2 | 0 | 5
O=C(Nc1ccc(N2CCCC2)cc1)c1cccc(-c2cc3ccccc3oc2=O)c1 | -3 | -8 | 0 | -2.2 | -8 | 1 | 1 | -2 | 0
O=C(NC(=S)Nc1cccc(NC(=S)NC(=O)c2ccco2)n1)c1ccco1 | 14 | -6 | 1 | -0.8 | 13 | 4 | -4 | 2 | 7
CC1(C(=O)NCCCN2CCCC2=O)CCN1CCc1ccccc1 (stereo unspecified) | -2 | -8 | -2 | nt | nt | 1 | 0 | nt | 1
O=C1C2C(c3ccccc3)C=CC(c3ccccc3)C2C(=O)N1CCCO (stereo unspecified) | 2 | 3 | 1 | 5.3 | -5 | 3 | -7 | -2 | -5
COc1ccc(S(=O)(=O)NC2CC2)cc1Cl | 2 | 2 | 2 | 1.1 | 4 | 1 | 0 | 0 | 0
CC(=O)OC[C@H]1O[C@@H](Oc2cc3ccc(=O)oc3cc2OC(C)=O)[C@H](OC(C)=O)[C@@H](OC(C)=O)[C@@H]1OC(C)=O | 7 | 7 | 3 | 0.2 | 6 | 5 | -3 | nt | -5
COc1ccc(NC(=O)CN(C)C(=O)c2cccc(NS(=O)(=O)c3ccc(Br)cc3)c2)cc1 | -2 | 2 | 0 | -0.4 | -3 | 1 | -2 | 4 | -4
CC(=O)c1cc2c(cc1NC(=O)c1ccc(-n3nc(C)cc3C)cc1)OCO2 | 0 | 8 | -3 | 1.3 | 15 | 1 | 2 | nt | -6
O=C(NCCc1nnc2ccc(N3CCCCCC3)nn12)c1ccccc1 | 7 | -6 | 1 | -1.1 | -3 | 2 | -4 | 0 | 0
O=S(=O)(N[C@@H]1CC[C@H](CCNS(=O)(=O)c2ccccc2Cl)O[C@@H]1CO)c1ccccc1 | 0 | -13 | 5 | nt | nt | 5 | -1 | nt | 10
CCNC(=O)C1(C)CCCN1C(=O)c1ccc(-c2ccccc2)cc1 (stereo unspecified) | -3 | -13 | -1 | nt | nt | 1 | -3 | nt | 7
CC1CN(C(=O)CCN2C(=O)c3ccccc3C2=O)CC(C)O1 (stereo unspecified) | 0 | -2 | -2 | -0.4 | -5 | 1 | 0 | 4 | 2
CCNC(=O)Cn1c(=O)c2c(ncn2Cc2ccccc2)n(Cc2ccccc2)c1=O | 4 | 9 | -3 | -8.2 | 4 | 1 | -7 | 4 | -3

Another view of some results above.
CC(=O)c1cc2c(cc1NC(=O)c1ccc(-n3nc(C)cc3C)cc1)OCO2
  M5 antag = 0 | M4 antag = 8 | M5 ag = -3 | CRFBP-R2 agonist = 1.3 | CRFBP-R2 block = 15 | M4 ag = 1 | CHRM5 PAM = 2 | IDE inh = nt | M4 PAM = -6

O=C(NCCc1nnc2ccc(N3CCCCCC3)nn12)c1ccccc1
  M5 antag = 7 | M4 antag = -6 | M5 ag = 1 | CRFBP-R2 agonist = -1.1 | CRFBP-R2 block = -3 | M4 ag = 2 | CHRM5 PAM = -4 | IDE inh = 0 | M4 PAM = 0
